High-throughput results from PubChem BioAssay.
E-selectin induc: E-selectin induction on HUVECs. activation, % at 7.58 µM. AID 686992. P16581. 260,000 compounds, 0.37% hits. HUVEC E-selectin immunofluorescence imaging; normalized: neutral wells 0, TNF-alpha wells 100;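 active means mean E-selectin-positive cell signal at least 10% of the positive control, reached in at least 60% of replicates, without over 20% cell loss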;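 further: in these data hits start at about 27%; measured in HUVEC primary endothelial cells; signal is the percent of cells scored E-selectin positive by PE staining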
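Assay system: HUVEC primary endothelial cells. Input: 3,000 HUVEC seeded per well. Doses: one compound dose added by pin transfer. Read-out basis: % PE-positive cells. Benchmarks: TNF-alpha high, DMSO low. Detection: immunofluorescence imaging. Buffer or medium: EGM-2, gelatin.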
CASP6 VEID inh: blocks human caspase-6 cleavage activity. inhibition, % at 12.5 µM. AID 686996. purified caspase-6, Z-VEID-R110 cleavage fluorescence. 350,000 compounds, 0.53% hits. P55212;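 active means mean inhibition across replicates at least about 35%, with every replicate also reaching that limit, limit read from the data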;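 further: 0% = median of neutral control wells and 100% = no fluorescence left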
Target sequence (P55212 24-179 limits assumed): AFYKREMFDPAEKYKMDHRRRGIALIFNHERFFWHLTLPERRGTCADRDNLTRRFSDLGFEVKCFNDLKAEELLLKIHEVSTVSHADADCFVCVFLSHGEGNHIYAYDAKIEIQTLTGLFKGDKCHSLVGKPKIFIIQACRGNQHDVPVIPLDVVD
Target sequence (P55212 194-293 limits assumed): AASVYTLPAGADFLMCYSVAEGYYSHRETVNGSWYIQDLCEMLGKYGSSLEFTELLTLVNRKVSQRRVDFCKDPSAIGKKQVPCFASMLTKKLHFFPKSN
ARNT TACC3 PPI: ARNT/TACC3 interaction disruption; AlphaScreen His-ARNT PAS-B/GST-TACC3 binding, luminescence; TACC3 fragment carries E629A point mutation; AID 623870; 390,000 compounds, 0.66% hits; inhibition, % at 9.99 µM; Q9Y6A5;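 active means mean inhibition of replicates at least 50% and at least half of replicates each reaching 50%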;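 further: 0% = complete ARNT plus TACC3 wells and 100% = ARNT alone without TACC3; many hits fall short of the cut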
RAD52 anneal inh: inhibitors of human RAD52 DNA annealing; P43351; recombinant RAD52 DNA annealing, FRET fluorescence; inhibition, % at 18.7 µM; 360,000 compounds, 0.46% hits; AID 651710;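 active means every replicate showing at least 50% inhibition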
esBAF inh: blocks esBAF chromatin remodeling in mouse ES cells; Bmi1-luciferase knock-in reporter, 24 h; 100% = twice the neutral-well signal; 350,000 compounds, 2% hits; AID 602393; reporter increase, % at 12.5 µM; in the data active means activation above about 40%;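 further: 0% = median of the plate's neutral control wells and 100% = double that signal; a rise in the Bmi1 reporter signal indicates esBAF inhibition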
ERp5 block: ERp5 (human) disulfide isomerase inhibition; ERp5 insulin aggregation, absorbance 650 nm, 90 min; inhibition, % at 9.99 µM; 350,000 compounds, 0.05% hits; AID 651711;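 active means mean replicate inhibition above about 25%, with every replicate also reaching it, limit read from the data, passing the limit was not always enough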
PglD inh: inhibitors of Campylobacter jejuni PglD acetyltransferase | 360,000 compounds, 0.098% hits | inhibition, % at 12.5 µM | purified PglD enzyme, DTNB colorimetric CoA detection | AID 602405; in the data active means inhibition above about 16%, passing the limit was not always enough; further: strong numbers were not always called active
RAD54 inh: blocks human RAD54 Holliday junction branch migration. Q92698. FAM/BHQ fluorescence. inhibition, % at 10.4 µM. 360,000 compounds, 0.14% hits;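 active means mean normalized replicate activity at least 40 and at least half of replicates scoring 40 or more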;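 further: 0% = median of neutral control wells and 100% = median of positive control wells; inhibitors cause a drop in the FAM fluorescence signal; in these data hits start at about 50%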
Target sequence (Q92698 whole entry, looked up): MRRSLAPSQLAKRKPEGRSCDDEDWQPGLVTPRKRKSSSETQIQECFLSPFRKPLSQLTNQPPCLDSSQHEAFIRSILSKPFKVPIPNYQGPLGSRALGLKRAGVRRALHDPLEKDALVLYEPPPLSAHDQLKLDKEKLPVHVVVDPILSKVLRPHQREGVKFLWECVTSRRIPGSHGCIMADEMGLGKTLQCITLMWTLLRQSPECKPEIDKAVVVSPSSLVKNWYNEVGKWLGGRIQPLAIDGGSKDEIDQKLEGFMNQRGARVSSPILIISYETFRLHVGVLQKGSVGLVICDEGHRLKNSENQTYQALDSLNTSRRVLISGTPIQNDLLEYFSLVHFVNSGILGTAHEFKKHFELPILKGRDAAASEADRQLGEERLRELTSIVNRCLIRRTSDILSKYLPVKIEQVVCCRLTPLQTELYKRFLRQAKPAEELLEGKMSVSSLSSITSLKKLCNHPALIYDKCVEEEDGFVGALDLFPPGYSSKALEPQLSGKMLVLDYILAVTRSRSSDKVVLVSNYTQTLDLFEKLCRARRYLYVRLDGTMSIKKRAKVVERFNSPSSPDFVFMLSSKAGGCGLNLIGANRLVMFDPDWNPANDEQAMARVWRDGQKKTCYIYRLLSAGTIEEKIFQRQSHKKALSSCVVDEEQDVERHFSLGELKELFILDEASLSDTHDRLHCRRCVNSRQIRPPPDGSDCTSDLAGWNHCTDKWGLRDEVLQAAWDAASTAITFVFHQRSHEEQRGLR
Numbers without * were called inactive; . = no result given; & = joins results of further samples.

Preview (4 entries):
SMILES | E-selectin induc | CASP6 VEID inh | ARNT TACC3 PPI | RAD52 anneal inh | esBAF inh | ERp5 block | PglD inh | RAD54 inh
COc1ccc(C(=O)NCc2nnc(SCC(=O)Nc3cccc(C(F)(F)F)c3)o2)cc1OC | . | . | -5 | . | -3 | . | -6 | 6
COc1ccc(S(=O)(=O)NCCC(=O)N2CCCN(C)CC2)cc1 | -0.4 | 2 | 3 | -5 | -11 | -6 | 0 | 12
CO[C@@H]1CN(C)C(=O)c2cc(NC(=O)c3ccccc3)ccc2OC[C@H](C)NC[C@@H]1C | 1.6 | -1 | -4 | -18 | 4 | -1 | -4 | -4
O=C(NC(=S)NNC(=O)c1cccs1)c1ccccc1 | 0.1 | -4 | 21 | -14 | 13 | 9 | 1 | -4

Main list, from the first entry:
SMILES | E-selectin induc | CASP6 VEID inh | ARNT TACC3 PPI | RAD52 anneal inh | esBAF inh | ERp5 block | PglD inh | RAD54 inh
COc1ccc(C(=O)NCc2nnc(SCC(=O)Nc3cccc(C(F)(F)F)c3)o2)cc1OC | . | . | -5 | . | -3 | . | -6 | 6
COc1ccc(S(=O)(=O)NCCC(=O)N2CCCN(C)CC2)cc1 | -0.4 | 2 | 3 | -5 | -11 | -6 | 0 | 12
CO[C@@H]1CN(C)C(=O)c2cc(NC(=O)c3ccccc3)ccc2OC[C@H](C)NC[C@@H]1C | 1.6 | -1 | -4 | -18 | 4 | -1 | -4 | -4
O=C(NC(=S)NNC(=O)c1cccs1)c1ccccc1 | 0.1 | -4 | 21 | -14 | 13 | 9 | 1 | -4
Cc1cc(C)nc(SCc2ccc(C(=O)N/N=C/C3CCCCC3)cc2)n1 | . | 0 | -5 | -5 | . | 1 | . | .
CN1CCN(C(c2ccc(F)cc2)c2nnnn2Cc2cccs2)CC1 (centres undefined) | . | . | -3 | . | 5 | . | -6 | -9
Cc1onc(-c2ccccc2)c1C(=O)Nc1ncc([N+](=O)[O-])s1 | -0.3 | 5 | -2 | -5 | -14 | 1 | -4 | 3
CC(=O)NC1=C(NC2CCS(=O)(=O)C2)C(=O)c2ccccc2C1=O (centres undefined) | -0.1 | . | 5 | . | 3 | . | -7 | -3
CCN(CC)CCCNc1nc(N)c([N+](=O)[O-])c(N2CCCCCC2)n1 | . | -35 | 7 | 5 | -5 | 2 | . | .
O=C(Nc1cccc([N+](=O)[O-])c1)N1CCc2ccccc2C1 | -1.4 | 1 | 0 | -18 | 46* | -9 | -8 | -2
CC(C)N(O)C(=O)NC(C)(C)C | . | . | -9 | . | -1 | . | 2 | -7
CCOc1cc(/C=C2\NC(=S)N(c3c(C)n(C)n(-c4ccccc4)c3=O)C2=O)ccc1O | -0.2 | 1 | 1 | -68 | . | -6 | -20 | 2
NC1=NC(=O)/C(=C/c2cc(Br)c(O)c(Br)c2)S1 | 2.2 | 12 | 3 | -68 | -6 | -11 | . | .
CC1CCN(CCNC(=O)C2CCCN(S(=O)(=O)c3cccc4nonc34)C2)CC1 (centres undefined) | . | . | -1 | . | -3 | . | 3 | -7
COc1ccc(C(=O)N2CCCC(C(=O)O)C2)c2ccccc12 (centres undefined) | 0.0 | -1 | 3 | -11 | -5 | 2 | -2 | -4
CCn1c(-c2ccccc2Cl)nn(CC(=O)Nc2ccccc2C)c1=S | . | . | -17 | . | 3 | . | -3 | 5
Cc1ccccc1-c1ccc2c(c1)O[C@H](CN(C)C(=O)C1CC1)[C@H](C)CN([C@H](C)CO)S2(=O)=O | 0.6 | 6 | -3 | 4 | -1 | 6 | 6 | 5
COC(=O)Cc1ccc(NC(=O)c2ccc(NC(=O)c3ccco3)cc2)cc1 | . | -7 | -4 | -9 | -3 | 7 | . | .
C[C@@H]1CN([C@@H](C)CO)C(=O)c2cc(NC(=O)Nc3cccc4ccccc34)ccc2O[C@H]1CN(C)S(=O)(=O)c1cn(C)cn1 | -0.6 | 0 | -11 | 8 | 0 | 0 | -7 | 4
O=C(/C=C/c1cccc(C(F)(F)F)c1)N1CCN(c2ccccn2)CC1 | . | -1 | -2 | -15 | -13 | -2 | 5 | 1
O=C(C1CC1)N1CC(=O)N2[C@H](CO)[C@@H](c3ccc(Br)cc3)[C@H]2C1 | 0.1 | 3 | . | -17 | . | 0 | . | .
CCC(=O)Nc1ccc2c(c1)OC[C@@H](C)N(C(=O)Nc1ccccc1F)C[C@@H](C)[C@H](OC)CN(C)C2=O | -0.2 | -2 | -8 | -3 | -2 | -5 | -1 | 2
O=C(Nn1cnc2ccccc2c1=O)c1ccccc1[N+](=O)[O-] | 0.0 | 0 | 0 | -13 | . | -4 | . | .
CCN1CCN(C(=O)c2cc3c(=O)oc4ccc(C)cc4c3s2)CC1 | 0.2 | 0 | . | -8 | -1 | -2 | -6 | 17
COc1ccc(S(=O)(=O)N(C)c2ccc(C(=O)N3CCOCC3)cc2)cc1 | . | . | -4 | . | 0 | . | -5 | -6
CC(C)(C)c1cc(C2=CSC3=NCCN23)cc(C(C)(C)C)c1O | . | . | 7 | . | -13 | . | -3 | 9
C=CCN(CC(=O)NCc1ccc(OC)cc1)C(=O)c1csnn1 | . | . | -3 | . | 1 | . | -3 | -1
Cc1ccc(C(C(=O)NCC2CCCO2)N(C(=O)c2snc(C(N)=O)c2N)c2ccccc2)o1 (centres undefined) | . | -4 | . | -16 | 5 | 3 | -4 | 3
Cc1cc(C)c2sc(N(CCCN(C)C)C(=O)COc3ccc(Cl)cc3)nc2c1 | -0.1 | -7 | -2 | 21 | . | 9 | -2 | 5
O=C(CCS(=O)(=O)c1ccccc1)Nc1ccc(S(=O)(=O)Nc2ncccn2)cc1 | 1.8 | 1 | -9 | -16 | -1 | 1 | -3 | -7
Cc1ccc(NC(=O)CCc2c[nH]c3ccccc23)nc1 | 2.9 | 3 | 1 | -5 | -10 | -12 | -3 | -4
O=S(=O)(O)c1cc(O)c2c(O)c(N=Nc3cc(Cl)ccc3O)c(S(=O)(=O)O)cc2c1 | . | . | 69* | . | -42 | . | -9 | 13
O=C1CCc2cc(S(=O)(=O)NCc3ccc(Cl)cc3)cc3c2N1CC3 | 6.9 | 2 | -2 | -8 | 4 | 2 | -2 | 4
O=C(Oc1ccc2ccc(=O)oc2c1)c1ccc([N+](=O)[O-])cc1 | . | -1 | -6 | -7 | -3 | 2 | -3 | 0
CC1CC(C)(C)Nc2ccc(N=O)cc21 (centres undefined) | . | -2 | 3 | -7 | . | -5 | . | .
O=C(NC(=O)c1ccccc1)Nc1ccccc1O | -0.3 | 1 | -7 | -17 | -29 | -2 | 1 | 6
Oc1[nH]c2ccccc2c1/C=N/c1nccs1 | . | . | -1 | . | 71* | . | -6 | 2
COc1ccc(Cl)c2sc(N3CCN(C(C)=O)CC3)nc12 | . | 6 | -8 | -4 | -4 | -11 | 6 | 2
O=C(C[C@H]1C[C@H]2c3cc(NC(=O)CC4CC4)ccc3O[C@H]2[C@H](CO)O1)NCc1ccc2c(c1)OCO2 | -0.5 | 1 | 2 | 11 | 0 | -5 | 2 | -12
CC(=O)Nc1ccc(CN2CCN(C3CCCC3)C(CCO)C2)cc1 (centres undefined) | 0.0 | -1 | -4 | -4 | -9 | -4 | 4 | -7
C[C@@H]1CN([C@H](C)CO)C(=O)Cc2cc(NC(=O)Nc3ccc4c(c3)OCO4)ccc2O[C@@H]1CN(C)Cc1ccc(C(F)(F)F)cc1 | . | -1 | -28 | -5 | -5 | -5 | 1 | 1
N#Cc1ccccc1 | . | -5 | . | -2 | -2 | -6 | -3 | -2
C[C@@H]1CN([C@H](C)CO)C(=O)Cc2cc(NS(=O)(=O)c3ccc(F)cc3)ccc2O[C@H]1CN(C)S(=O)(=O)c1ccc(F)cc1 | 0.3 | 2 | 12 | 11 | 4 | 5 | 0 | 1
COc1ccccc1COC(=O)CN1C(=O)NC2(CCCCC2C)C1=O (centres undefined) | 0.0 | 3 | -3 | -5 | -6 | -4 | 1 | 5
Cc1ccnc(NS(=O)(=O)c2ccc(NC(=O)C(C)(C)C)cc2)n1 | . | -4 | . | 1 | 1 | -3 | . | .
O=C(CCS(=O)(=O)c1ccccc1)N1CCCc2ccccc21 | 0.1 | 0 | 0 | -17 | 14 | 15 | -6 | -13
NC(Cc1ccc2nsnc2c1)C(=O)O (centres undefined) | . | -3 | 5 | -18 | -3 | -3 | -2 | -27
Clc1cc(Br)ccc1OCCn1ccnc1 | . | . | -5 | . | 8 | . | 0 | -6
CCN1C(=O)c2ccccc2Sc2ccc(C(=O)NCCC(C)C)cc21 | . | 3 | 1 | 0 | -4 | 7 | 0 | -3
CC1SCC(NC(=O)c2ccccc2Cl)CS1 (centres undefined) | -0.2 | 1 | . | 2 | . | -9 | 1 | -5
The listing continues:
SMILES | E-selectin induc | CASP6 VEID inh | ARNT TACC3 PPI | RAD52 anneal inh | esBAF inh | ERp5 block | PglD inh | RAD54 inh
CC(=O)N[C@H]1CC[C@@H](CCNC(=O)C2CCCC2)O[C@@H]1CO | -0.2 | 10 | -8 | 3 | 7 | -3 | 1 | 3
COc1ccc(C(=O)N/C(=C\c2ccc(OC)c(OC)c2)C(=O)N2CCCCC2)cc1 | . | -3 | -2 | -8 | -8 | 7 | -12 | 13
Cn1c(SCc2ccccn2)nnc1-c1ccncc1 | . | . | -5 | . | 6 | . | 2 | 0
CSc1cccc(NC(=O)CN(C)S(=O)(=O)c2ccc(C)cc2)c1 | . | . | -6 | . | 6 | . | 5 | -5
CCc1cnc(N2[C@@H](C#N)[C@@H](c3ccc(C#CCC4CCCC4)cc3)[C@@H]2CO)s1 | -0.4 | 0 | 20 | -69 | 4 | 4 | 3 | -13
CC(=O)NC[C@@H]1[C@@H](c2ccc(-c3ccccc3F)cc2)[C@@H](CO)N1CCC(F)(F)F | 0.5 | 1 | . | -4 | . | -1 | . | .
CN(C)/C=C/c1onc(-c2ccccc2Cl)c1C#N | . | -1 | 3 | -80 | . | -7 | . | .
CC1CCCC(NC(=O)CCn2c(=O)oc3ccccc32)C1C (centres undefined) | . | . | -11 | . | 2 | . | 10 | -15
O=C(Nc1cc(Cl)ccc1N1CCOCC1)c1ccc(Br)o1 | -0.1 | 2 | -7 | -10 | -5 | 5 | 1 | 10
C[C@H](CO)N1C[C@H](C)[C@H](CN(C)S(C)(=O)=O)Oc2ncc(C#Cc3ccccc3F)cc2C1=O | 0.0 | 1 | 29 | 6 | -2 | 2 | 4 | 3
CC(C)C1OC(c2cccc(NC(=O)c3cccs3)c2)OCC1(C)C (centres undefined) | 0.0 | -1 | -10 | -5 | . | -2 | . | .
COc1cccc(C2C(C#N)=C(N)Oc3cc(C)oc(=O)c32)c1OC (centres undefined) | . | . | -14 | . | -8 | . | 3 | 12
COc1cccc(CN(C)C[C@H]2OCc3cnnn3CCCC(=O)N([C@@H](C)CO)C[C@@H]2C)c1 | 0.2&-0.1 | 8&0 | -8 | 5&10 | -5&1 | -6&0 | -5&-5 | -10&6
COCC(=O)N1CCC2CC1c1cc(Cl)ccc12 (centres undefined) | -0.1 | -3 | -8 | -15 | 0 | -12 | 3 | -17
CCS(=O)(=O)N1CCCCN2[C@H](C1)[C@@H](c1ccc(-c3ccccc3)cc1)[C@@H]2CO | 0.7 | -1 | -4 | -84 | 1 | -2 | -4 | 4
COCC(=O)N1C[C@H]2CON(C)[C@H]2C[C@H]1c1cccc(-c2cc(Cl)cc(Cl)c2)c1 | 0.3 | 0 | . | -1 | . | 0 | . | .
O=C1/C(=C\c2ccccn2)SC(=S)N1Nc1ncc(C(F)(F)F)cc1Cl | . | . | 6 | . | 5 | . | 6 | 3
COc1ccc(OC)c(NC(=O)CSc2nc(O)cc(=O)n2CC(C)C)c1 | -0.1 | -1 | . | -13 | -6 | 1 | 7 | 5
CSc1cccc(NC(=O)NNC(=O)C2CCN(S(=O)(=O)N(C)C)CC2)c1 | . | 1 | 8 | -6 | -9 | -12 | -3 | -3
CCCNC(=O)Nc1ccc2c(c1)C(=O)N(C)[C@H]1CC[C@H](CC(=O)NC)O[C@@H]1CO2 | 0.1 | . | 6 | . | 3 | . | -5 | 4
